# Screening results deposited in PubChem by Broad Institute.
# RAD54 inh: blocks human RAD54 Holliday junction branch migration; Q92698; FAM/BHQ fluorescence; inhibition, % at 10.4 µM; 0.14% of 360,000 active;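 active = mean normalized replicate activity at least 40 and at least half of replicates scoring 40 or more; inconclusive = only one of the two criteria met; inactive = mean below 40 and under half of replicates reaching 40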;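 note: 0% = median of neutral control wells and 100% = median of positive control wells; inhibitors cause a drop in the FAM fluorescence signal; in these data hits start at about 50%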
# Target sequence (Q92698 whole entry, looked up): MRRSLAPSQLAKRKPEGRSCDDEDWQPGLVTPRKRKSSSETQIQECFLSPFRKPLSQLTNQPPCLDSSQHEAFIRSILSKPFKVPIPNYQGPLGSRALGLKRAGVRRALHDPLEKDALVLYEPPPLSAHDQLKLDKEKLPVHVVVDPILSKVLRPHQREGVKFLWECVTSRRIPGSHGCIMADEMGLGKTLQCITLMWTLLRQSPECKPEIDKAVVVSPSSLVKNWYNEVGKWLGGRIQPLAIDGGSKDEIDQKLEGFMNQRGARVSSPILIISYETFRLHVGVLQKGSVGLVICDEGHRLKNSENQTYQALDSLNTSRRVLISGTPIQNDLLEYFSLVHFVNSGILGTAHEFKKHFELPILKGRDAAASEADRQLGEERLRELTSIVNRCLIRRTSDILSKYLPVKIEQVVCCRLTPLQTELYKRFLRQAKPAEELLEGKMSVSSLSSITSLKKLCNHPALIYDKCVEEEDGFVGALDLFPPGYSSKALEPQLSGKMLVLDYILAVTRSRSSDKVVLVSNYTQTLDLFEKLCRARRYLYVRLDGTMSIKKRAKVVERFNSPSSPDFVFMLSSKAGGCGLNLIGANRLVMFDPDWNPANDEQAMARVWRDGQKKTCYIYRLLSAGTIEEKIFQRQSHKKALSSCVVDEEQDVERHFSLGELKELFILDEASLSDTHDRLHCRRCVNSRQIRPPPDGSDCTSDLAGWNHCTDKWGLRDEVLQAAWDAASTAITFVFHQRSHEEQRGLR
# RAD52 anneal inh: blocks human RAD52 DNA annealing. 0.46% of 360,000 active. recombinant RAD52 DNA annealing, FRET fluorescence. AID 651710. inhibition, % at 18.7 µM;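 active = every replicate showing at least 50% inhibition; inconclusive = mean inhibition at least 50% but not in every replicate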
# E-selectin induc: induces E-selectin expression in human endothelial cells. activation, % at 7.58 µM. 0.37% of 260,000 active. P16581. HUVEC E-selectin immunofluorescence imaging; normalized: neutral wells 0, TNF-alpha wells 100;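 active = mean E-selectin-positive cell signal at least 10% of the positive control, reached in at least 60% of replicates, without over 20% cell loss; inconclusive = no rule given, readout overlaps actives, possibly toxicity-flagged; inactive = the rest, including those meeting only one limit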;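 note: in these data hits start at about 27%; measured in HUVEC primary endothelial cells; signal is the percent of cells scored E-selectin positive by PE staining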
#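 Material: HUVEC primary endothelial cells; Amount: 3,000 cells per well; Dosing: single concentration; Medium: EGM-2 growth medium on 0.1% gelatin-coated wells; Read-out basis: percent E-selectin-positive cells; Signal: immunofluorescence imaging; Control set: TNF-alpha, DMSO.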
# CFTR F508del cor: CFTR F508del correction in bronchial cells. 0.36% of 350,000 active. CFBE cells, YFP halide quenching; stimulated with forskolin plus potentiator P3; % fluorescence drop versus neutral controls. AID 720511. activity (quench increase), % at 7.58 µM;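 active = mean added fluorescence quench of at least 8% versus neutral control, with both replicates also reaching 8%; inconclusive = only one of the mean or replicate conditions met; inactive = mean below 8% and not both replicates reaching 8%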;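 note: cells transiently co-express mutant CFTR-F508del with the halide-sensitive YFP; corrector assay measuring rescue of mutant channel to the surface after 24 h compound exposure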
# GSIS activator: primary screen for activators of insulin secretion dependent on glucose, INS-1E cells, GLuc reporter luminescence; 0.61% of 370,000 active; INS-1E GLuc reporter insulin secretion, 2-3 h; activation, % at 16.6 µM; AID 743287;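 active = lowest replicate activation of at least 40%, so every replicate reaches that level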;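 note: 0% = median of neutral control wells and 100% = median of IBMX positive control wells; some compounds called inactive have numbers as strong as hits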
# DENV2 CPE: inhibitors of DENV2 cytopathic effect. DENV2-infected cells, cytopathic effect rescue, plate reader. CPE inhibition, % at 9.99 µM. 1.7% of 350,000 active; in the data active = CPE inhibition above about 20%, passing the limit was not always enough; inconclusive = no clear call, values can overlap the other calls; tested in BHK-21 cells;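 note: 0% = median of neutral control wells and 100% = median of positive control wells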
# Casp6 inh: blocks human caspase-6 cleavage activity. AID 686996. inhibition, % at 12.5 µM. P55212. 0.53% of 350,000 active. purified caspase-6, Z-VEID-R110 cleavage fluorescence;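 active = mean inhibition across replicates at least about 35%, with every replicate also reaching that limit, limit read from the data; inconclusive = only one of the two criteria met; inactive = neither criterion met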;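 note: 0% = median of neutral control wells and 100% = no fluorescence left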
# Target sequence (P55212 24-179 limits assumed): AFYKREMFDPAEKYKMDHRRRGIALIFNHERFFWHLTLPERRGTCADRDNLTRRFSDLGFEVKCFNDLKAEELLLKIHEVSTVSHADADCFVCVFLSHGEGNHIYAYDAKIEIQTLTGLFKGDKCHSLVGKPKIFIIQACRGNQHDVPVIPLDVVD
# Target sequence (P55212 194-293 limits assumed): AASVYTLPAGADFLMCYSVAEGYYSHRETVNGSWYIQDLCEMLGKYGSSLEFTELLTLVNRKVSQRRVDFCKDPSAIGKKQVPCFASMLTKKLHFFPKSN
# XiGFP reactiv: X-chromosome reactivation activator; XiGFP mouse fibroblasts, % GFP-positive cells imaging, 3 d; cells co-treated with 5-aza-dC sensitizer; scaled so ellipticine positive control = 100%; activation, % at 7.58 µM; 0.055% of 360,000 active;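 active = mean normalized replicate activation at least 10% and every replicate at or above 10%; inconclusive = only one of the two criteria met; inactive = mean below 10% and not all replicates reach 10%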;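 note: 0% = median of on-plate neutral control wells and 100% = ellipticine 6 µM median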
#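 Assay system – SV40-immortalized XiGFP fibroblast cells, line 68-5-11 · Buffer or medium – DMEM supplemented with 5-aza-dC as sensitizing agent · Dosing – one concentration, pinned · Benchmarks – positive control ellipticine, 6 µM final · Times – 3 days compound exposure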
# Numbers without * were called inactive; ? = inconclusive; · = no result given; & = joins results of further samples.
SMILES,RAD54 inh,RAD52 anneal inh,E-selectin induc,CFTR F508del cor,GSIS activator,DENV2 CPE,Casp6 inh,XiGFP reactiv
O=S(=O)(NCc1ccco1)c1ccc(S(=O)(=O)N2CCCCC2)cc1,-3,-1,·,1.3,2,10,4,·
CCOC(=O)[C@]12CCCC=C1N(Cc1ccco1)C(=O)[C@H](CC(=O)N1CCCC1)C2,·,-4,0.0,-2.9,5,-15,-3,0.2
COc1ccc(CCNC(=O)CNC(=O)c2ccc(Br)o2)cc1OC,-1,-11,·,2.2,33,0,-1,-0.1
O=C(C[C@@H]1CC[C@@H]2[C@H](COC[C@H](O)CN2C(=O)c2ccc3c(c2)OCO3)O1)NC1CCC1,-3,4,-0.1,0.3,9,0,0,0.0
COc1ccc(N(C)C(=O)CN(C)S(=O)(=O)c2ccc3c(c2)c(=O)n(C)c(=O)n3C)c(OC)c1,1,-12,·,-2.9,9,?,3,0.1
O=C(O)c1ccc(Cl)c(NC(=S)NC(=O)c2ccccc2[N+](=O)[O-])c1,·,3,·,-0.6,-9,1,-5,0.0
COc1ccc(NC(=O)Nc2ccc3c(c2)[C@H]2C[C@@H](CC(=O)NCc4ccc5c(c4)OCO5)O[C@@H](CO)[C@H]2O3)cc1,·,4,-0.2,-2.5,10,-7,-2,0.1
COc1cccc(C2C(C(N)=O)=C(C)Nc3nc(CCCO)nn32)c1 (centres undefined),-9,0,0.6,·,-17,-5,-3,-0.1
COc1ccc(CCN2C(=O)C3C(C2=O)C2C=CC3C23CC3)cc1OC (centres undefined),3,-7,-0.7,-0.4,-7,1,-1,-0.1
COc1ccc(-c2nn(-c3ccccc3)cc2C(=O)Nc2cccc(C(=O)O)c2)cc1[N+](=O)[O-],-1,-5,0.0,2.0,0,2,67*,0.0
O=S(=O)(Nc1ccon1)c1ccc(Br)s1,4,-15,·,-2.7,-3,-8,3,0.3
CCS(=O)(=O)N1CCC(C(=O)Nc2ccc(C(C)=O)cc2)CC1,2,-8,·,1.7,-4,5,0,0.2
CO[C@H]1CN(C)C(=O)c2ccc(NS(=O)(=O)c3ccccc3Cl)cc2OC[C@H](C)NC[C@@H]1C,-11,-15,-0.2,1.9,14,-10,3,0.2
OC(CSc1nc2ccccc2s1)CC(O)c1ccccc1 (centres undefined),-4,0,·,-1.2,·,15,0,·
CC(C)(C)OC(=O)N[C@H]1C=C[C@@H](OC(=O)CC(=O)OCC(F)(F)F)C1,13,-2,-0.1,3.8,-20,-2,2,-0.2
O=C(CC1CC2CCC1C2)NCCc1ccc(Cl)cc1 (centres undefined),6,-5,0.1,2.2,-43,3,1,0.1
C[C@@H]1CCC[C@@]2(O[C@H](CCO)C[C@@H](O)[C@@H]2O)O1,-2,-2,0.0,1.7,-1,-5,-1,-0.3
CN(Cc1ccc(Cl)c(Cl)c1)C(C(=O)NCc1ccccc1)c1ccco1 (centres undefined),·,-14,2.7,2.4,19,3,0,0.0
CCOC(=O)NNC1CC(=O)N(c2ccccc2)C1=O (centres undefined),·,-10,0.6,-0.3,4,-11,-6,0.0
CCN(CC)c1ccc(/C=N/NC(=O)c2ccc([N+](=O)[O-])cc2)cc1,·,-14,0.1,-1.7,-6,·,7,0.4
C[C@H](NC(=O)C[C@H]1CC[C@H]2[C@@H](COC[C@@H](O)CN2C(=O)Nc2ccccc2)O1)c1ccccc1,8,10,0.2,-0.5,6,-14,-2,0.5
COc1cc(OC)cc(-c2sc3ccc(OC)cc3c2-c2ccc3cc[nH]c3c2)c1,3,6,0.4,0.4,-10,?,-1,-0.2
Cc1ccccc1NC(=O)OCc1cccnc1Oc1ccc(Cl)cc1,1,-2,·,-2.5,2,1,-2,0.0
Cc1cc2ncc(-c3ccccc3)nc2cc1C,7,-19,0.9,2.3,7,-5,-2,0.0
COc1ccc(OC)c(C2CC(=O)N3CN(c4ccc(C)c(Cl)c4)CSC3=C2C#N)c1 (centres undefined),-3,-11,·,1.4,1,0,0,0.0

# Shown with values under each structure: part of the list above
# Each structure is followed by: RAD54 inh | RAD52 anneal inh | E-selectin induc | CFTR F508del cor | GSIS activator | DENV2 CPE | Casp6 inh | XiGFP reactiv
COc1ccc(N(C)C(=O)CN(C)S(=O)(=O)c2ccc3c(c2)c(=O)n(C)c(=O)n3C)c(OC)c1
→ 1 | -12 | · | -2.9 | 9 | ? | 3 | 0.1
COc1ccc(-c2nn(-c3ccccc3)cc2C(=O)Nc2cccc(C(=O)O)c2)cc1[N+](=O)[O-]
→ -1 | -5 | 0.0 | 2.0 | 0 | 2 | 67* | 0.0
COc1ccc(OC)c(C2CC(=O)N3CN(c4ccc(C)c(Cl)c4)CSC3=C2C#N)c1 (centres undefined)
→ -3 | -11 | · | 1.4 | 1 | 0 | 0 | 0.0

# The list goes on.
SMILES,RAD54 inh,RAD52 anneal inh,E-selectin induc,CFTR F508del cor,GSIS activator,DENV2 CPE,Casp6 inh,XiGFP reactiv
O=[N+]([O-])/C=C1\C=CC=CN1Cc1ccc(Cl)cc1,-6,-13,·,1.1,24,6,-2,0.1
Cc1ccc(-c2nnc(SC(C)C(=O)NCC3CCCO3)nc2-c2ccc(C)cc2)cc1 (centres undefined),-12,-10,-1.6,-7.3,3,-6,1,-0.1
Cc1ccccc1OCC(=O)N/N=C/c1ccccn1,·,-10,·,·,5,3,-1,0.5
CCC(C(=O)NC1CCCCC1)n1nc(C)c2c(C)n(-c3ccccc3)nc2c1=O (centres undefined),-5,-6,0.1,0.8,18,0,0,0.4
COc1ccc(S(=O)(=O)N2CCN(C(=O)c3ccc4ccccc4n3)CC2)cc1,6,-38,-0.7,0.6,-7,3,-1,0.1
O=C(O)CC1C(=O)NCCN1C/C=C/c1ccccc1 (centres undefined),-16,-32,0.1,4.1,2,3,0,0.2
CC(C)[C@H](NC(=O)c1ccccc1F)C(=O)NCCc1ccccc1,1,-1,·,-0.4,17,-7,-2,0.0
CCOC(=O)C1=C(C(=O)OCC)N(CC)CCC1=O,2,-7,·,-2.1,5,2,2,0.0
O=C(CN1CCc2ccccc21)Nc1ccc2c(c1)OCCCO2,-1,-13,·,0.7,-1,-3,0,-0.1
CC1CCN(CC(=O)Nc2cccc(Cl)c2)CC1,-4,-5,·,-0.5,-9,2,-1,-0.1
Cc1ccc2nc(-c3cccc(NC(=O)c4ccc5c(c4)OCCO5)c3)oc2c1,9,-9,·,·,10,·,3,·
COC(=O)CCC(=O)OC1(C)C(=O)C2=CN(Cc3ccc(OC)cc3)C(c3ccc(OC)cc3)=CC2=C(Br)C1=O (centres undefined),1,-14,0.0,-2.8,-7,23*,12,-0.1
O=C(Nc1cc(F)ccc1F)N1CC(=O)N2[C@H](C1)[C@@H](c1ccc(/C=C/c3ccccc3)cc1)[C@@H]2CO,·,-23,0.0,4.8,-6,18,5,0.0
CC(C)(C)N=C1NN=C(c2ccc(S(=O)(=O)N3CCCCC3)cc2)CS1,·,-14,-2.3,-2.9,-4,-1,5,0.0
C[C@@H]1CN([C@H](C)CO)C(=O)c2cccc(NC(=O)c3ccncc3)c2O[C@@H]1CN(C)S(=O)(=O)c1ccc(Cl)cc1,6,6,·,2.5,-18,-8,0,0.0
C/C(=N\NC(N)=S)c1cc(-c2ccccc2)c(-c2ccccc2)s1,5,-9,0.4,3.9,-13,?,1,0.1
COc1ccc(Nc2nc(-c3ccc4c(c3)NC(=O)CO4)cs2)cc1,·,-10,14,0.7,-9,11,-1,-0.1
O=C(NCC[C@H]1CC[C@@H](NC(=O)C2CC2)[C@@H](CO)O1)Nc1ccc(C(F)(F)F)cc1,11,16,-0.3,2.4,5&-8,-6,0,0.1&0.4
CCOC(=O)c1ccccc1NC(=S)N1CC(C)CC(C)C1 (centres undefined),·,-11,·,·,-24,9,-1,0.0
COC(=O)[C@@]1(Cc2ccccc2N=[N+]=[N-])N=C(c2ccc(OCCCO)cc2)O[C@H]1c1ccccc1CN=[N+]=[N-],-7,-53,·,-3.5,·,14,4,·
Oc1ccc(C[C@H]2CNCCN2CCc2cccc(F)c2)cc1,0,-11,-0.1,2.2,-11,-13,1,0.5
COc1ccc(NC(=O)Nc2ccc3c(c2)CC(=O)N([C@@H](C)CO)C[C@@H](C)[C@H](CN(C)C(=O)Nc2cccc4ccccc24)O3)cc1,2,·,0.3,-1.3,0,11,·,0.2
COc1ccc(NC(=O)C2C(c3ccc4c(c3)OCO4)=Nc3ccccc3N2C(=O)c2cccc(C(F)(F)F)c2)cc1 (centres undefined),·,-48,0.2,-3.3,16,-2,0,0.1

# Molecules above that contain a Cl atom (9):
SMILES,RAD54 inh,RAD52 anneal inh,E-selectin induc,CFTR F508del cor,GSIS activator,DENV2 CPE,Casp6 inh,XiGFP reactiv
O=C(O)c1ccc(Cl)c(NC(=S)NC(=O)c2ccccc2[N+](=O)[O-])c1,·,3,·,-0.6,-9,1,-5,0.0
CO[C@H]1CN(C)C(=O)c2ccc(NS(=O)(=O)c3ccccc3Cl)cc2OC[C@H](C)NC[C@@H]1C,-11,-15,-0.2,1.9,14,-10,3,0.2
O=C(CC1CC2CCC1C2)NCCc1ccc(Cl)cc1 (centres undefined),6,-5,0.1,2.2,-43,3,1,0.1
CN(Cc1ccc(Cl)c(Cl)c1)C(C(=O)NCc1ccccc1)c1ccco1 (centres undefined),·,-14,2.7,2.4,19,3,0,0.0
Cc1ccccc1NC(=O)OCc1cccnc1Oc1ccc(Cl)cc1,1,-2,·,-2.5,2,1,-2,0.0
COc1ccc(OC)c(C2CC(=O)N3CN(c4ccc(C)c(Cl)c4)CSC3=C2C#N)c1 (centres undefined),-3,-11,·,1.4,1,0,0,0.0
O=[N+]([O-])/C=C1\C=CC=CN1Cc1ccc(Cl)cc1,-6,-13,·,1.1,24,6,-2,0.1
CC1CCN(CC(=O)Nc2cccc(Cl)c2)CC1,-4,-5,·,-0.5,-9,2,-1,-0.1
C[C@@H]1CN([C@H](C)CO)C(=O)c2cccc(NC(=O)c3ccncc3)c2O[C@@H]1CN(C)S(=O)(=O)c1ccc(Cl)cc1,6,6,·,2.5,-18,-8,0,0.0
